GC-A act = GC-A (human) enzyme activation. HEK293 GC-A cells, cGMP TR-FRET, EC30 ANP; 0% at EC30 ANP, 100% saturating ANP. activation, % at 10 µM. 370,000 tested, 0.14% active. AID 1671463; in the data active = activation above about 40%
UHRF1 binding = human UHRF1 methylated DNA binding inhibitors | inhibition, % at 4.4 µM | Q96T88 | UHRF1 binding to methylated oligo, TR-FRET | 370,000 tested, 0.75% active; in the data active = inhibition above about 21%;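 note: UHRF1 SRA domain binding a hemimethylated CpG hairpin DNA probe; 0% = median of test compound wells and 100% = reference inhibitor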
GC-B act = GC-B (human) receptor activation; P20594; HEK293-GC-B cells, CNP EC30, cGMP TR-FRET; 0% at EC30 CNP, 100% saturating CNP; activation, % at 10 µM; 370,000 tested, 0.11% active; AID 1920062;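 active = activation at 10 µM reaching about 35% in either raw or pattern-adjusted values, limit read from the data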
Target sequence (P20594 whole entry, looked up): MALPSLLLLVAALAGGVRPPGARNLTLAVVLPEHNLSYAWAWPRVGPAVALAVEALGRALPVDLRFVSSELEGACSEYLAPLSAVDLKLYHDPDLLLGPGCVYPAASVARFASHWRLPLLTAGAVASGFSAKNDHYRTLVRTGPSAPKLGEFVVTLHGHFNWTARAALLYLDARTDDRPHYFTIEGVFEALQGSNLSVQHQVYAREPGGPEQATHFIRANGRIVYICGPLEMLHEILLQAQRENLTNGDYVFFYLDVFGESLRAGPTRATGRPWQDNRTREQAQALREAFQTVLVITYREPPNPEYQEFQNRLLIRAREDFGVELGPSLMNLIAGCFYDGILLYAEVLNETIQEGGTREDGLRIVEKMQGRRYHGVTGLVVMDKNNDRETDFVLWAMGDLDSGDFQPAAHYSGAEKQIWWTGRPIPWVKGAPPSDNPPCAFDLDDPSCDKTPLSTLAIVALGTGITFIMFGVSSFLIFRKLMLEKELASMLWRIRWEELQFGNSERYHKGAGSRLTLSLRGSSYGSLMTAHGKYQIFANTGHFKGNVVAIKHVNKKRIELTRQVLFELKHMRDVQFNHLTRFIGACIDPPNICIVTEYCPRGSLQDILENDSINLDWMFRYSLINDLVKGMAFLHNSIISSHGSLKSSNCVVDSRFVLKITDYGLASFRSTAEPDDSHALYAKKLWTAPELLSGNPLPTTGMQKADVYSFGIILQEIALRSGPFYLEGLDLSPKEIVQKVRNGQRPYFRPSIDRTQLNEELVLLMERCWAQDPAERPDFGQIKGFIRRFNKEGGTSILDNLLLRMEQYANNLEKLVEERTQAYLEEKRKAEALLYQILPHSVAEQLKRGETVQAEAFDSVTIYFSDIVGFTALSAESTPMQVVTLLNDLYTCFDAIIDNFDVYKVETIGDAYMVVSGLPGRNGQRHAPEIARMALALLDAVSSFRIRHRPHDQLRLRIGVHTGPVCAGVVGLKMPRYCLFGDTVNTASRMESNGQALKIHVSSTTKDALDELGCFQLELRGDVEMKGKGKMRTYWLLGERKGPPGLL
ABHD4 inh = inhibitors of mouse ABHD4; purified mABHD4, FP-Rh probe fluorescence polarization; Q8VD66; inhibition, % at 8.92 µM; 370,000 tested, 0.54% active;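 active = inhibition exceeding the mean over every tested compound plus 3 SD, cut at about 30% in these data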;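 note: 0% = plate median of compound wells and 100% = S159A mutant with DMSO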
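system = mouse ABHD4 enzyme, wild type | medium = HEPES pH 7.0, NaCl, Pluronic buffer | also added = FP-Rh probe | incubation = Enzyme–compound pre-incubation 45 min, then probe 60 min, both 25 °C | technique = fluorescence polarization, excitation 525 nm, emission 598 nm, BODIPY TMR filters | controls = S159A mutant high control, sample median low control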
HTRA1 inhibitor = blocks human HTRA1 serine peptidase. Q92743. recombinant HTRA1, FP-rhodamine activity-based probe, fluorescence polarization. inhibition, % at 5.96 µM. 340,000 tested, 0.5% active; in the data active = inhibition above about 36%;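 note: 0% = enzyme with DMSO and 100% = wells lacking enzyme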
PRMT1 FP inh = blocks human protein arginine methyltransferase 1 | 370,000 tested, 1.3% active | recombinant PRMT1, activity-based probe fluorescence polarization | AID 652257 | inhibition, % at 2.79 µM | Q99873;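 active = inhibition above about 21% made by adding two undisclosed values, limit read from the data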
TCR CD3 inh = human TCR-CD3 binding inhibition | inhibition, % at 9.4 µM | TAMRA-labeled TCR probe fluorescence, biochemical | 360,000 tested, 0.37% active; in the data active = inhibition above about 19%;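 note: recombinant mutant TCR 2C K166C tagged with TAMRA read by polarization; 0% = receptor in buffer alone and 100% = receptor with positive control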
MBD2 inh = blocks human MBD2 binding to methylated DNA; Q9UBB5; TR-FRET, MBD2 binding to methylated oligonucleotide; inhibition, % at 4.4 µM; 370,000 tested, 0.31% active; AID 686964; in the data active = inhibition above about 13%
SIAE inh = human SIAE inhibition, primary screen; SIAE FP-Rh probe binding, fluorescence polarization; inhibition, % at 9.66 µM; 370,000 tested, 0.69% active; AID 1053197; Q9HAT2;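 active = inhibition above a cutoff: mean of compounds within the control limits plus 3 SD of those, cut at about 17% in these data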;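 note: 0% = plate median of compound wells and 100% = probe without SIAE protein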
rCAG RNA binder = binds r(CAG) RNA repeats | 370,000 tested, 1.3% active | r(CAG) RNA repeat, TO-PRO-1 dye displacement fluorescence | inhibition, % at 3 µM;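 active = inhibition above the plate cutoff, the mean of all test compounds on that plate plus 3 SD, cut at about 35% in these data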;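 note: 0% = DMSO alone and 100% = 100 µM mitoxantrone as full dye displacement; higher means more dye released from RNA so lower well fluorescence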
* marks the source's active call; other numbers are inactive results; . = not tested or not shown. Some of the compounds tested, so the mix of outcomes need not match the whole.

Preview, seven compounds:
SMILES | GC-A act | UHRF1 binding | GC-B act | ABHD4 inh | HTRA1 inhibitor | PRMT1 FP inh | TCR CD3 inh | MBD2 inh | SIAE inh | rCAG RNA binder
COc1cccc(C2=NN(S(C)(=O)=O)C(c3cccs3)C2)c1 (centres undefined) | -7 | 1 | -5 | 0 | 7 | 2 | 4 | -2 | 2 | -5
Oc1ccc(/C=N/Nc2ncc(Cl)cc2Cl)cc1 | -2 | -4 | 3 | 5 | 1 | -3 | -2 | -8 | 12 | 1
CCCN(CC(=O)Nc1ccccc1C)C(=O)CCCc1c[nH]c2ccccc12 | -4 | 19 | 8 | 0 | -2 | -2 | -1 | -2 | 8 | -1
Cc1cc(C)nc(SCc2nnc(SCC(N)=O)o2)n1 | -4 | -3 | 2 | 0 | -2 | -2 | 1 | 0 | 3 | -1
CCC(C)[C@H](NC(=O)N1CCn2c1nc1ccccc12)C(=O)NCC1CCCO1 (some centres undefined) | 3 | 3 | -2 | 2 | 1 | 6 | -6 | 0 | -3 | -8
O=C(N/N=C/c1ccccc1O)C(=O)Nc1ccccn1 | -1 | -3 | 1 | -5 | 3 | -6 | -2 | 0 | 4 | -2
FC(F)(F)c1cccc(OCCOCCn2cncn2)c1 | 0 | 2 | 2 | 2 | -5 | -1 | 3 | 0 | 5 | -1

Results, repeating the preview:
SMILES | GC-A act | UHRF1 binding | GC-B act | ABHD4 inh | HTRA1 inhibitor | PRMT1 FP inh | TCR CD3 inh | MBD2 inh | SIAE inh | rCAG RNA binder
COc1cccc(C2=NN(S(C)(=O)=O)C(c3cccs3)C2)c1 (centres undefined) | -7 | 1 | -5 | 0 | 7 | 2 | 4 | -2 | 2 | -5
Oc1ccc(/C=N/Nc2ncc(Cl)cc2Cl)cc1 | -2 | -4 | 3 | 5 | 1 | -3 | -2 | -8 | 12 | 1
CCCN(CC(=O)Nc1ccccc1C)C(=O)CCCc1c[nH]c2ccccc12 | -4 | 19 | 8 | 0 | -2 | -2 | -1 | -2 | 8 | -1
Cc1cc(C)nc(SCc2nnc(SCC(N)=O)o2)n1 | -4 | -3 | 2 | 0 | -2 | -2 | 1 | 0 | 3 | -1
CCC(C)[C@H](NC(=O)N1CCn2c1nc1ccccc12)C(=O)NCC1CCCO1 (some centres undefined) | 3 | 3 | -2 | 2 | 1 | 6 | -6 | 0 | -3 | -8
O=C(N/N=C/c1ccccc1O)C(=O)Nc1ccccn1 | -1 | -3 | 1 | -5 | 3 | -6 | -2 | 0 | 4 | -2
FC(F)(F)c1cccc(OCCOCCn2cncn2)c1 | 0 | 2 | 2 | 2 | -5 | -1 | 3 | 0 | 5 | -1
Cc1c(NC(=O)CN2C(=O)c3ccccc3C2=O)c(=O)n(-c2ccccc2)n1C | 11 | -1 | 4 | -1 | 4 | -2 | -8 | 2 | 2 | -1
CCCCNC(=O)c1nc(C2CCN(S(=O)(=O)c3cccc(C(F)(F)F)c3)CC2)oc1-c1ccccc1 | -2 | 2 | 1 | -3 | . | 0 | -1 | 4 | -1 | 4
Cc1cccc(C(C)C)c1NC(=O)c1cccnc1 | 4 | 5 | 4 | 9 | 2 | 4 | -5 | 6 | -3 | -2
Cc1[nH]nc2ncc(C(=O)c3ccccc3O)cc12 | -7 | 6 | 2 | -11 | -32 | 6 | -7 | 6 | -11 | 11
Cc1nn(CC(=O)NCC(C)c2ccccc2)c(=O)c2cc(-c3ccccc3)nn12 (centres undefined) | 2 | -3 | 0 | 9 | -1 | -1 | 5 | 2 | 5 | -1
O=S(=O)(Cc1ccccc1)N1CCN(Cc2ccc(F)cc2Cl)CC1 | 2 | -2 | 0 | -4 | -3 | 1 | 4 | 3 | 0 | -3
COc1cc2c(cc1OC)C1(CCCC1)CNC2c1cccc([N+](=O)[O-])c1 (centres undefined) | -6 | 0 | 0 | 2 | -14 | 0 | 8 | 1 | 4 | -5
Cc1c(NC(=O)C(C)OC(=O)c2cccc([N+](=O)[O-])c2)c(=O)n(-c2ccccc2)n1C (centres undefined) | 3 | 16 | 10 | -4 | 7 | 1 | -5 | -2 | -11 | -4
CC(=O)Nc1ccc(S(=O)(=O)N(C)CC(=O)Nc2ccc(Br)cc2F)cc1 | 0 | -1 | 0 | -4 | -7 | 0 | -4 | 3 | -2 | 3
Cc1nc2sccn2c(=O)c1S(=O)(=O)NCc1ccccc1 | 1 | 0 | 3 | 3 | 4 | 1 | -4 | 0 | -5 | 1
CSCC[C@H](N)C(=O)N1CCC(C(=O)N[C@H](C(=O)NCc2ccccc2F)C(C)C)CC1 | 17 | 0 | 14 | 2 | 8 | -1 | 10 | -4 | 2 | 0
COc1ccc(Cc2nc(-c3ccc(Br)cc3)no2)cc1 | 0 | -2 | -2 | -8 | -16 | 1 | 0 | -8 | -4 | -2
COc1ccc(NC(=O)CSc2nnc3ccc(-c4cccnc4)nn23)cc1 | -2 | 1 | 1 | -4 | 5 | 0 | 6 | 2 | 0 | 1
COc1ccccc1CCCNC(=O)C1CCC(=O)N(CCc2ccc(Cl)cc2)C1 (centres undefined) | -3 | -2 | -5 | -1 | -1 | -1 | 2 | -1 | -1 | -6
Cc1c(NC(=O)C(C)OC(=O)CNC(=O)c2ccc(C(C)(C)C)cc2)c(=O)n(-c2ccccc2)n1C (centres undefined) | 1 | 4 | 1 | -1 | -1 | 0 | -9 | 8 | 9 | -6
CCCCn1c(SCC(=O)N2CCCC2)nc2c1c(=O)n(C)c(=O)n2C | 5 | 0 | -3 | -2 | -4 | -4 | 3 | -6 | -1 | -4
CCCNC1CCS(=O)(=O)C1 (centres undefined) | 3 | 1 | 4 | 3 | -6 | -1 | 1 | 2 | 0 | -3
CC1CCCCN1C(=O)Cn1cnc2c1c(=O)n(C)c(=O)n2C (centres undefined) | -1 | -3 | -1 | -5 | -2 | -3 | -1 | -7 | 2 | -1

Exported tab-delimited: four of the compounds above
smiles	GC-A act	UHRF1 binding	GC-B act	ABHD4 inh	HTRA1 inhibitor	PRMT1 FP inh	TCR CD3 inh	MBD2 inh	SIAE inh	rCAG RNA binder
COc1cc2c(cc1OC)C1(CCCC1)CNC2c1cccc([N+](=O)[O-])c1 (centres undefined)	-6	0	0	2	-14	0	8	1	4	-5
Cc1c(NC(=O)C(C)OC(=O)c2cccc([N+](=O)[O-])c2)c(=O)n(-c2ccccc2)n1C (centres undefined)	3	16	10	-4	7	1	-5	-2	-11	-4
CC(=O)Nc1ccc(S(=O)(=O)N(C)CC(=O)Nc2ccc(Br)cc2F)cc1	0	-1	0	-4	-7	0	-4	3	-2	3
Cc1nc2sccn2c(=O)c1S(=O)(=O)NCc1ccccc1	1	0	3	3	4	1	-4	0	-5	1

The results go on.
SMILES | GC-A act | UHRF1 binding | GC-B act | ABHD4 inh | HTRA1 inhibitor | PRMT1 FP inh | TCR CD3 inh | MBD2 inh | SIAE inh | rCAG RNA binder
COc1ccc(S(=O)(=O)N2CCOCC2)cc1NC(=O)CC1CCCC1 | 2 | -2 | 6 | 11 | 1 | -2 | 3 | 0 | 4 | 0
CC(=O)c1ccc(N2CCN(C(=O)c3ccc4c(c3)OCO4)CC2)cc1 | 2 | 5 | 0 | -13 | 2 | 4 | -17 | 6 | -5 | -8
COc1ccc(NC(C)=O)cc1NC(=O)CSc1nnc(-c2ccncc2)n1C | 3 | 3 | 2 | -1 | 7 | 2 | -4 | 3 | 0 | 2
Cc1cc(NC(=O)CN2C(=O)NC(C)(CC(C)C)C2=O)no1 (centres undefined) | -3 | -1 | 3 | -9 | 1 | -5 | 3 | -4 | -6 | -2
Cc1ccccc1CNC(=O)CN(c1ccccc1Cl)S(C)(=O)=O | -3 | -2 | 9 | -2 | 3 | 0 | 2 | -4 | -1 | -2
NC(=O)c1ccc(C(F)(F)F)n(Cc2cccc(Cl)c2)c1=O | -12 | 15 | -5 | -3 | -18 | 1 | 4 | 3 | -6 | 1
Cc1n[nH]c(=O)c2c(NC(=O)CSc3nc4ccccc4c(=O)n3CCCOC(C)C)oc(C)c12 | 0 | -1 | 3 | -6 | -2 | 9 | 17 | 0 | 7 | -3
CCC(=O)Nc1cccc(C(=O)OC)c1 | 4 | 3 | 6 | 6 | 9 | 6 | 0 | 3 | -2 | -4
O=C(NCCC1=CCCCC1)c1[nH]c(C(F)(F)F)nc1-c1ccccc1 | -3 | -2 | 3 | -28 | . | -4 | 6 | 1 | -3 | 10
Cc1cc(C)n(S(=O)(=O)c2cc(Cl)ccc2Cl)n1 | -5 | -2 | -2 | 0 | -1 | -3 | 2 | -6 | 2 | -4
Cc1ccc(S(=O)(=O)N2CCOC2CNC(=O)C(=O)NCC(C)C)cc1 (centres undefined) | 0 | -2 | -4 | 3 | -3 | 3 | -6 | 1 | -4 | -6
CCn1c(=N)n(CC(O)COc2cccc(C)c2)c2ccccc21 (centres undefined) | -7 | 0 | -16 | -3 | 2 | -1 | 3 | 0 | 8 | 7
CC(C)Oc1ccc(/C=C(/NC(=O)c2ccccc2)C(=O)NCCC(=O)O)cc1 | 0 | 3 | -2 | -2 | 2 | -2 | 4 | -1 | -10 | 7
CCc1nnc(NC(=O)c2cc(-c3ccccn3)nc3ccccc23)s1 | 1 | -2 | -4 | 3 | -2 | -2 | 2 | 4 | -3 | 2
O=C(N1CCCC1)C(F)(F)Oc1ccc(F)cc1 | 5 | 0 | 0 | 2 | 1 | -3 | 4 | 3 | 4 | -1
CCCCN(CCCC)CCNC(=O)CN1C(=O)CSc2ccc(S(=O)(=O)N3CCOCC3)cc21 | 0 | 5 | 5 | 6 | -1 | 0 | -2 | 4 | 3 | -8
COc1ccc(N(CC(=O)NCc2cccnc2)S(=O)(=O)c2ccccc2)c(OC)c1 | -3 | 0 | -9 | -5 | -3 | -5 | 3 | 3 | 0 | 1
CC(OC(=O)c1cc(S(=O)(=O)N(C)c2ccccc2)ccc1Cl)C(=O)Nc1ccc2c(c1)OCCO2 (centres undefined) | 3 | 0 | 0 | -17 | -22 | 0 | 2 | 4 | -10 | 11
O=C(COc1ccc(Br)cc1)NCCCNC(=O)c1ccncc1 | 2 | -1 | -11 | 4 | 7 | 0 | 5 | -6 | 2 | -6
O=C(CCc1ccccc1)Nc1ccc(F)c([N+](=O)[O-])c1 | -3 | 3 | -2 | -2 | -4 | 0 | 0 | 8 | 2 | 2
COc1ccc(-c2c(C#Cc3ccccc3)c3ccccc3n2C)cc1 | 0 | 14 | -9 | -7 | -2 | 6 | -3 | 6 | 0 | 5
CC(=O)N1CCn2c3ccc(C)cc3c3cccc1c32 | 2 | -1 | -2 | 0 | 0 | 0 | 1 | -5 | 1 | 1
CCN1CCN(c2ccc(S(=O)(=O)N3CCOCC3)cc2NC(=O)COc2ccc(F)cc2Cl)CC1 | -3 | -1 | 1 | 5 | -2 | 0 | -5 | 3 | 2 | -2

High-throughput results: PubChem, several laboratories
